CHT block – inhibitors of human choline transporter CHT; AID 488975, 2010; CHT-expressing cells, membrane potential dye, choline response; stronger effect = lower value; 0.86% of 310,000 active; High affinity choline transporter 1 (Homo sapiens), Q9GZV3; B-score at 10 µM;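 active = B-score over 3 SD under the library average, and starting fluorescence ratio not unusually high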;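 also: choline stimulus applied at its EC90 after an EC20 pre-addition; B-score computed on integrated fluorescence ratio after choline addition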
Target sequence (Q9GZV3 whole entry, looked up): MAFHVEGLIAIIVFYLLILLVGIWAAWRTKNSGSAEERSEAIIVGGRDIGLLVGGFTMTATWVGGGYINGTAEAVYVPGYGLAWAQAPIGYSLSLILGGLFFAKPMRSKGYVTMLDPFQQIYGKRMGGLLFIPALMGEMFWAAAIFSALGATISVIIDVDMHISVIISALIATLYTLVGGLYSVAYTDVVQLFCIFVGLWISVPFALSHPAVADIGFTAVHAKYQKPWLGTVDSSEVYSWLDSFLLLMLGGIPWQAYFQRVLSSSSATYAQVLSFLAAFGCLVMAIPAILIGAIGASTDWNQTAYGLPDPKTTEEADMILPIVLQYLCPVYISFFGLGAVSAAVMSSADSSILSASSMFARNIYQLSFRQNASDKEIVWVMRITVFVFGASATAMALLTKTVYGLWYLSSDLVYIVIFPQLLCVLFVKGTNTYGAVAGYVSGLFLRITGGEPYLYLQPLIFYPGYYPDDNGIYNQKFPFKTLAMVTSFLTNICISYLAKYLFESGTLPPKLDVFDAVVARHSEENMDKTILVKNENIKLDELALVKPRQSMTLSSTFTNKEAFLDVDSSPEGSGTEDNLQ
CHT allo act – CHT positive allosteric modulators, primary screen, cell-based, membrane potential dye, choline EC20; High affinity choline transporter 1 (Homo sapiens), Q9GZV3; CHT-expressing cells; stronger effect = higher value; LV-AA mutant CHT in HEK293 cells; B-score at 10 µM; 0.49% of 310,000 active;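 active = initial fluorescence not abnormally high and integrated response B-score, plate-corrected, over 3 SD above library mean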
Calls only.

`CCN1CCc2nc(NC(=O)Cc3ccc4c(c3)OCCO4)sc2C1` gave CHT block inactive and CHT allo act inactive.
`CCOC(=O)c1c(C)nc2c(c1-c1cc(OC)ccc1OC)C(=O)c1ccccc1-2` gave CHT block inactive and CHT allo act inactive.
`O=C(Nc1cc(Cl)cc(Cl)c1)c1ccc(Cn2c(=O)[nH]c3ccsc3c2=O)cc1` gave CHT block inactive and CHT allo act inactive.
CCOc1ccccc1CN1C(=O)c2ccccc2C1C(=O)NC(C)CC (centres undefined) was read as CHT block inactive and CHT allo act inactive.
C/C(=N/n1cnnc1)c1cccnc1 was read as CHT block inactive and CHT allo act inactive.
CCN1CCN(C(=O)c2cc3cc(Cl)ccc3[nH]2)CC1 was read as CHT block inactive and CHT allo act inactive.
For CCOC(=O)c1c(-c2ccccc2)csc1NC(=O)CSc1nc(C)cc(C)n1 the results were CHT block inactive and CHT allo act inactive.
Screening O=C(Oc1ccc(OC(=O)c2ccco2)c(S(=O)(=O)c2ccc(Cl)cc2)c1)c1ccco1 returned CHT block inactive and CHT allo act inactive.
CCOc1cc(/C=N/N=C/c2ccc(O)c(OCC)c2)ccc1O was read as CHT block inactive and CHT allo act inactive.
COc1ccc([N+](=O)[O-])cc1N(CC(O)CN(C)C)S(=O)(=O)c1ccc(C)cc1 (centres undefined) was read as CHT block inactive and CHT allo act inactive.
For CC(=O)NCCNc1nc2c(-c3ccccc3)nnn2c2ccccc12 the results were CHT block inactive and CHT allo act inactive.
`CC(=O)C1=C(C)N(Cc2ccccc2)C(=O)N[C@@H]1c1cccc(C(F)(F)F)c1` gave CHT block inactive and CHT allo act inactive.
Screening COC(=O)c1ccc(N(CC(=O)NC2CCCC2)C(=O)CNC(=O)c2cccs2)cc1 returned CHT block inactive and CHT allo act inactive.
For COc1ccc(CNC(=S)N/N=C/c2ccc(O)c(OC)c2)cc1 the results were CHT block inactive and CHT allo act inactive.
CCOC(=O)N/N=C1\CC(C)S(=O)(=O)c2ccc(Cl)cc21 (centres undefined) was read as CHT block inactive and CHT allo act inactive.
`COc1ccc(Cl)cc1NC(=O)CSc1nc2sccc2c(=O)[nH]1` gave CHT block inactive and CHT allo act inactive.
`O=[N+]([O-])c1ccc(Oc2ccc(-c3nnco3)cc2)c(Cl)c1` gave CHT block inactive and CHT allo act inactive.
Cc1ccc(OCc2nnc(SCC(=O)Nc3nccs3)n2-c2ccccc2)cc1C was read as CHT block inactive and CHT allo act inactive.
Screening Cc1oc2ccc(OCc3ccc(Br)cc3)cc2c1C(=O)O returned CHT block inactive and CHT allo act inactive.
For COc1ccc(C(OC(=O)c2ccco2)C(=O)NCc2ccc(C)cc2)cc1 (centres undefined) the results were CHT block inactive and CHT allo act inactive.

4 entries already listed, arranged by molar mass, high to low:
Cc1ccc(OCc2nnc(SCC(=O)Nc3nccs3)n2-c2ccccc2)cc1C was read as CHT block inactive and CHT allo act inactive.
CCOc1ccccc1CN1C(=O)c2ccccc2C1C(=O)NC(C)CC (centres undefined) was read as CHT block inactive and CHT allo act inactive.
For CC(=O)NCCNc1nc2c(-c3ccccc3)nnn2c2ccccc12 the results were CHT block inactive and CHT allo act inactive.
C/C(=N/n1cnnc1)c1cccnc1 was read as CHT block inactive and CHT allo act inactive.

Next structures
C[C@@H]1C=C[C@](Cc2ccccc2)(C(=O)NCCc2c[nH]c3ccccc23)N1C(=O)c1ccccc1 was read as CHT block inactive and CHT allo act inactive.
For Cc1c(NC(=O)c2ccc(COc3ccc4ccccc4c3)o2)c(=O)n(-c2ccccc2)n1C the results were CHT block inactive and CHT allo act inactive.
`Cc1cc(C(=O)OC(C)C(=O)Nc2cccc(S(=O)(=O)N3CCOCC3)c2)c(C)o1` (centres undefined) gave CHT block inactive and CHT allo act inactive.
`Cc1noc(C)c1C(=O)N1CCC2(CC1)Oc1ccc(F)cc1C(=O)C21CC(c2ccc(Cl)cc2)=NO1` (centres undefined) gave CHT block inactive and CHT allo act inactive.
`CSc1nc2n(n1)C(c1cc(Br)ccc1F)C(C(=O)N(C)C)=C(C)N2` (centres undefined) gave CHT block inactive and CHT allo act inactive.
CCOC(=O)NC(Nc1nnc(SCC)s1)(C(F)(F)F)C(F)(F)F was read as CHT block inactive and CHT allo act inactive.
Nc1ccc(C(=O)OCCc2ccccc2)cc1 was read as CHT block inactive and CHT allo act inactive.
`CSc1ccc(S(=O)(=O)N2CCC(C(=O)NC3CC3)CC2)cc1` gave CHT block inactive and CHT allo act inactive.
For COCCn1nnnc1C(c1ccccc1)N1CCN(C)CC1 (centres undefined) the results were CHT block inactive and CHT allo act inactive.
CC(=O)Nc1ccccc1OC(C)C(=O)N1CC(C)CC(C)C1 (centres undefined) was read as CHT block inactive and CHT allo act inactive.
Screening COc1ccc(NC(=O)NC2CCCc3ccccc32)cc1 (centres undefined) returned CHT block inactive and CHT allo act inactive.
For COC(=O)Cn1c(O)c(N=NC(=O)CNC(=O)COc2cccc(C)c2)c2ccccc21 the results were CHT block inactive and CHT allo act inactive.
COc1ccc2nc(NC3=NC(c4ccccc4)CC(=O)N3)nc(C)c2c1 (centres undefined) was read as CHT block inactive and CHT allo act inactive.
`CCOC(=O)Cc1csc(NS(=O)(=O)c2ccc(SC)cc2)n1` gave CHT block inactive and CHT allo act inactive.
For CCC(C)(C(=O)NC1CCCCC1)N(C(=O)C1CCC(=O)N1)c1ccccc1 (centres undefined) the results were CHT block inactive and CHT allo act inactive.
For CC1S/C(=C(\C#N)C(N)=O)N(c2ccc(F)cc2)C1=O (centres undefined) the results were CHT block inactive and CHT allo act inactive.
Screening CCOC(=O)CCCNC(=O)COC(=O)[C@@H]1CCCN1S(=O)(=O)c1ccc(Cl)cc1 returned CHT block inactive and CHT allo act inactive.
For O=P(Cc1cc[n+]([O-])cc1)(c1ccccc1)c1ccccc1 the results were CHT block inactive and CHT allo act inactive.
Screening COC(=O)c1ccc(COc2ccccc2/C=C(\C#N)C(=O)Nc2ccc(C)cc2)cc1 returned CHT block inactive and CHT allo act inactive.
Screening O=C(NCc1ccccn1)c1c(O)c2cccc3c2n(c1=O)CC3 returned CHT block inactive and CHT allo act inactive.
For COc1ccccc1-c1nc2s/c(=C\c3cccs3)c(=O)n2n1 the results were CHT block inactive and CHT allo act inactive.
Screening Cc1nc2ccccc2c(=O)n1NC(=O)c1cc(Br)ccc1Cl returned CHT block inactive and CHT allo act inactive.
For Cc1ccc(C(=O)N/C(=C/c2ccco2)C(=O)N2CCCCCC2)cc1 the results were CHT block inactive and CHT allo act inactive.
CCOc1ccccc1C1NC(=O)NC(C)=C1C(=O)OCc1ccco1 (centres undefined) was read as CHT block inactive and CHT allo act inactive.
For OCCOc1ccc(CN2CCN(CCCc3ccccc3)C(CCO)C2)cc1 (centres undefined) the results were CHT block inactive and CHT allo act inactive.
For CN1CCN(C2CC(=O)N(c3ccc4c(c3)OCCO4)C2=O)CC1 (centres undefined) the results were CHT block inactive and CHT allo act inactive.
For O=C(NCc1ccccn1)c1ccc(OC2CCN(Cc3ccccc3O)CC2)cc1 the results were CHT block inactive and CHT allo act inactive.
COc1ccccc1Cn1c(=S)[nH]c2cc(C(=O)N3CCN(c4ccccc4OC)CC3)ccc2c1=O was read as CHT block inactive and CHT allo act inactive.
Screening CCC(C)(C)NC(=O)C(c1ccc(OC)cc1)N(C(=O)CCC(=O)Nc1cc(C)on1)c1ccc(OC)cc1OC (centres undefined) returned CHT block inactive and CHT allo act inactive.
Screening Cc1ccc2nc(-c3ccccc3)cc(C(=O)NNC(=O)c3csc(N4CCOCC4)n3)c2c1 returned CHT block inactive and CHT allo act inactive.
CN(C(=O)CSc1nnc(-c2ccncc2)n1C)C1CCS(=O)(=O)C1 (centres undefined) was read as CHT block inactive and CHT allo act inactive.
CCc1ccc(CN(C(=O)c2cc3ccccc3oc2=O)C2CCS(=O)(=O)C2)cc1 (centres undefined) was read as CHT block inactive and CHT allo act inactive.
`Cc1cc(N/N=C/c2ccc(N(C)C)cc2)nc(NCc2ccccc2)n1` gave CHT block inactive and CHT allo act inactive.
CCCCn1c(SCC(=O)/C(C#N)=C(\C)N)nc2ccccc2c1=O was read as CHT block inactive and CHT allo act inactive.
For Cc1cc(C)c(C#N)c(SCc2ccccc2C(=O)O)n1 the results were CHT block inactive and CHT allo act inactive.
Screening COc1ccccc1N1CCN(C(CNS(=O)(=O)c2cccs2)c2cccnc2)CC1 (centres undefined) returned CHT block inactive and CHT allo act inactive.
`COCCn1c(SCC(=O)Nc2ccc(C)cc2)nc2c(oc3ccccc32)c1=O` gave CHT block inactive and CHT allo act inactive.
Screening COC(=O)C1CCN(C(c2cc(OC)c(OC)c(OC)c2)c2sc3nc(C)nn3c2O)CC1 (centres undefined) returned CHT block inactive and CHT allo act inactive.
CN(C(=O)c1cccc(NC(=O)c2cccs2)c1)c1ccccc1 was read as CHT block inactive and CHT allo act inactive.
Screening CCCC(C)c1nnc(NC(=O)CCS(=O)(=O)c2ccccc2)s1 (centres undefined) returned CHT block inactive and CHT allo act inactive.

Six entries drawn at random from the list so far:
Screening CCCC(C)c1nnc(NC(=O)CCS(=O)(=O)c2ccccc2)s1 (centres undefined) returned CHT block inactive and CHT allo act inactive.
Screening Cc1ccc2nc(-c3ccccc3)cc(C(=O)NNC(=O)c3csc(N4CCOCC4)n3)c2c1 returned CHT block inactive and CHT allo act inactive.
CCCCn1c(SCC(=O)/C(C#N)=C(\C)N)nc2ccccc2c1=O was read as CHT block inactive and CHT allo act inactive.
For CN1CCN(C2CC(=O)N(c3ccc4c(c3)OCCO4)C2=O)CC1 (centres undefined) the results were CHT block inactive and CHT allo act inactive.
For COc1ccccc1-c1nc2s/c(=C\c3cccs3)c(=O)n2n1 the results were CHT block inactive and CHT allo act inactive.
For O=C(NCc1ccccn1)c1ccc(OC2CCN(Cc3ccccc3O)CC2)cc1 the results were CHT block inactive and CHT allo act inactive.

Next section:
For Cc1cc(C)n(-c2nc(C)nc3sc4c(c23)CCC(C)C4)n1 (centres undefined) the results were CHT block inactive and CHT allo act inactive.
For Cc1cc(C)c(S(=O)(=O)Cc2ccccc2)c(Cl)n1 the results were CHT block inactive and CHT allo act inactive.
`CN(C)c1ccc(-c2nc3ccccc3n2C)cc1` gave CHT block inactive and CHT allo act inactive.
C=CCn1c(CCCNC(=O)C(C)(C)C)nc2ccccc21 was read as CHT block inactive and CHT allo act inactive.
Clc1ccccc1CN1CCN(/N=C/c2ccncc2)CC1 was read as CHT block inactive and CHT allo act inactive.
Screening CCCc1cc(=O)[nH]c(/N=C(\N)Nc2ccccc2)n1 returned CHT block inactive and CHT allo act inactive.
CC(C)(C)SCCNC(=O)/C=C/c1ccccc1 was read as CHT block inactive and CHT allo act inactive.
For CC(C)Cn1nc(NS(=O)(=O)c2cccc3nonc23)c2cc3ccccc3nc21 the results were CHT block inactive and CHT allo act inactive.
For COc1ccccc1NS(=O)(=O)c1cc(NC(=O)CC(C)(C)C)ccc1N1CCOCC1 the results were CHT block inactive and CHT allo act inactive.
O=C(CN1CCN(S(=O)(=O)c2ccc(Cl)cc2)CC1)c1ccc(O)c(O)c1 was read as CHT block inactive and CHT allo act inactive.
CC1(C)Oc2ccc3ccc(=O)oc3c2CC1O (centres undefined) was read as CHT block inactive and CHT allo act inactive.
`Cc1cc(C)nc(NC(=O)Nc2ccc3c(c2)OCO3)c1` gave CHT block inactive and CHT allo act inactive.
CCOc1ccc(NC(=S)N2CCN(S(=O)(=O)c3ccccc3)CC2)cc1 was read as CHT block inactive and CHT allo act inactive.
For CSc1ccccc1NC(=O)c1ccccc1N(C)S(C)(=O)=O the results were CHT block inactive and CHT allo act inactive.
CSc1ccc(S(=O)(=O)Nc2c(C)n(C)n(-c3ccccc3)c2=O)cc1 was read as CHT block inactive and CHT allo act inactive.
Screening CCS(=O)(=O)N1CCC(NC(=O)C(Cc2cc(OC)ccc2OC)NC(C)=O)CC1 (centres undefined) returned CHT block inactive and CHT allo act inactive.
`Cc1ccc(C(=O)Nc2ccccc2C(=O)NC(C(=O)O)C(C)C)cc1` (centres undefined) gave CHT block inactive and CHT allo act inactive.
`Cc1ccc(N2C(=O)C3NN=C(C(=O)OCc4ccccc4)C3C2=O)cc1` (centres undefined) gave CHT block inactive and CHT allo act inactive.
`Nc1nnc(-c2cccc(Cl)c2Cl)c(N)n1` gave CHT block inactive and CHT allo act inactive.
C/C=C/C=C/C(=O)Nc1nccs1 was read as CHT block inactive and CHT allo act inactive.
`CN(C)CCNC(=S)Nc1ccc(Cl)cc1Cl` gave CHT block inactive and CHT allo act inactive.

High-throughput results from PubChem.
